High-throughput results: PubChem BioAssay, several laboratories
FAS TE block – FAS thioesterase domain inhibitors, primary screen, biochemical, fluorescence intensity, uHTS. actives 0.67% (n = 360,000). recombinant FAS-TE, OMFH fluorogenic substrate, fluorescence endpoint. inhibition, % at 15 µM. Fatty acid synthase (Homo sapiens), P49327;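 active = compounds whose normalised, plate-corrected inhibition of enzyme fluorescence in the single-dose primary screen is 50% or more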;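 also: 0% = DMSO with enzyme and 100% = substrate without enzyme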
Rin1-Abl PPI inh – inhibitors of Rin1-Abl protein binding, primary screen, biochemical, TR-FRET | Tyrosine-protein kinase ABL1 (Homo sapiens) + Ras and Rab interactor 1 (Homo sapiens), … | inhibition, % at 7.35 µM | actives 0.4% (n = 360,000); in the data active = inhibition above about 5%, passing the limit was not always enough
SKN-1 inh – suppressors of acrylamide-induced Pgst-4::GFP reporter in worms, primary screen, SKN-1 inhibitor project, whole organism, uHTS, GFP/RFP fluorescence ratio, strain VP596; C. elegans VP596 Pgst-4::GFP/RFP ratio, 24 h; inhibition, % at 21.8 µM; actives 0.49% (n = 360,000); AID 624304, 2012;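 active = interference check ratio from 0.5 to 1.5 plus GFP to RFP signal ratio inhibition reaching or exceeding a fixed threshold, cut at about 30% in these data, passing the limit was not always enough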; also: some compounds called inactive have numbers as strong as hits
Neddyl block – inhibitors of cullin neddylation, primary screen, biochemical, TR-FRET, uHTS, NAE and Ubc12 | NEDD8-conjugating enzyme Ubc12 (Homo sapiens) + NEDD8-activating enzyme E1 regulatory … | calls only at 25 µM | actives 0.58% (n = 360,000) | AID 651699, 2012; in the data active = inhibition above about 36%
Target sequence (P61081 whole entry, looked up): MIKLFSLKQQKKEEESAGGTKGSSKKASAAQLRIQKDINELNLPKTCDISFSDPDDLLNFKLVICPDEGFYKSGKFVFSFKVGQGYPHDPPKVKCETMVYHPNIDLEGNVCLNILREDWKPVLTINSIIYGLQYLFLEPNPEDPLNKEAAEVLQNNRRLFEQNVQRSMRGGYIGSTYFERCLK
Target sequence (Q13564 whole entry, looked up): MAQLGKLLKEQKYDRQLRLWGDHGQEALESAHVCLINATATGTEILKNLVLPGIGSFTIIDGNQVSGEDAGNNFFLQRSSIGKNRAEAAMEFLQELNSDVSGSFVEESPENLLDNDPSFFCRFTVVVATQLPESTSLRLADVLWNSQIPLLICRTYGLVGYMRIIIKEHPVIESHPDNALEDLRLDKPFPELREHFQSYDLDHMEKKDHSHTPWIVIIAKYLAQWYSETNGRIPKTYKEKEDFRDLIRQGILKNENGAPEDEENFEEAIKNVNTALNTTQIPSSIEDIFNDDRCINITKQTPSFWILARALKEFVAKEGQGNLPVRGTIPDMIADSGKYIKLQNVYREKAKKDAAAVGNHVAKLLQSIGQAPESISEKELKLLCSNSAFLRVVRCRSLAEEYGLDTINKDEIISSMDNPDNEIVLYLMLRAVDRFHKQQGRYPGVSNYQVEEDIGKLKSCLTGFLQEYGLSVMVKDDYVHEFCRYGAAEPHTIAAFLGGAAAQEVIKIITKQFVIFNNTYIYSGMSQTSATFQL
bovine MsrA act – bovine MsrA enzyme activators, primary screen, biochemical, absorbance, HTS. Methionine sulfoxide reductase A (Bos taurus). purified bovine MsrA, absorbance read-out. activation, % at 10.6 µM. actives 0.3% (n = 360,000); in the data active = activation above about 7.5%;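 also: 0% = vehicle and 100% = reference activator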
NRP1-CendR mod – modulators of CendR peptide binding to NRP-1, primary screen, biochemical, fluorescence polarization, uHTS; Neuropilin-1 (Homo sapiens), O14786; FAM-RPARPAR peptide binding to NRP-1; inhibition, % at 25 µM; actives 0.85% (n = 360,000);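 active = inhibition or corrected inhibition above about 18%, plus a signal ratio from 0.5 to 1.5, limit read from the data, passing the limit was not always enough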; also: strong numbers were not always called active
MsrA inh – bovine MsrA enzyme inhibitors, primary screen, biochemical, absorbance, HTS | purified bovine MsrA, absorbance read-out | inhibition, % at 15.5 µM | actives 0.75% (n = 360,000); in the data active = inhibition above about 4.5%;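 also: 0% = vehicle wells with enzyme and 100% = reference inhibitor wells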
MT1-MMP act inh – blockers of MT1-MMP proenzyme processing, primary screen, HT1080 RFP-PRO-GFP cells, GFP/RFP fluorescence. GFP/RFP ratio change, % at 20 µM. actives 0.061% (n = 360,000). AID 651647, 2012. GFP/RFP ratio fluorescence, overnight; percent of plate control window, DMSO zero;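 active = GFP/RFP ratio change of at least 30% with cell ATP level not reduced by more than half and red fluorescence within 50% of control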; also: strong numbers were not always called active
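Test system: HT1080 cells expressing an RFP-PRO-GFP fluorescent reporter construct / Compound dosing: single-point 20 µM compound, 1% DMSO / Schedule: cells overnight before dosing, compound overnight, 37 °C, 5% CO2 / Evaluation: GFP/RFP fluorescence ratio / Control set: DMSO and RFP-L50D-GFP cell wells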
E coli Lon inh – inhibitors of E. coli Lon protease, primary screen, biochemical, fluorescence polarization; P0A9M0; purified E. coli Lon protease; inhibition, % at 7.94 µM; actives 0.42% (n = 360,000); AID 602123, 2011; in the data active = inhibition above about 13%, passing the limit was not always enough;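 also: 0% = enzyme with probe and DMSO and 100% = no enzyme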
The depositor's hits bear a star; i = inactive; nt = not tested or not shown.

Start of the data: the first six records, to show the layout:
SMILES	FAS TE block	Rin1-Abl PPI inh	SKN-1 inh	Neddyl block	bovine MsrA act	NRP1-CendR mod	MsrA inh	MT1-MMP act inh	E coli Lon inh
Cc1nc2c(ccc3nc(NC(=O)Cc4cccc5ccccc45)sc32)s1	22	0	14	i	-2	-8	-1.0	-5	-2
COc1ccc(C(O)(C(C)C)C(CN2CCOCC2)c2ccccc2)cc1 (configuration not stated)	6	1	-15	i	-2	-4	-0.2	-3	-7
O=C(c1ccc(Cl)cc1)c1oc2ccccc2c1CS(=O)c1ccc(Cl)cc1 (configuration not stated)	33	3	-3	i	-5	-1	3.3	-9	-6
COc1ccc(N/C=C/C(=C(C#N)C#N)N(C)C)cc1	-9	3	0	i	-11	6	0.5	-5	11
Cc1ccc(S(=O)(=O)NCc2ccccc2)cc1C(=O)N1CC(C)CC(C)C1 (configuration not stated)	12	5	-23	i	-1	-2	0.6	-6	-12
COc1ccc(Cl)cc1NC(=O)COC(=O)CCCN1C(=O)c2ccccc2C1=O	21	0	7	i	2	-4	-0.1	4	-5

All compounds of this part, repeating the preview:
SMILES	FAS TE block	Rin1-Abl PPI inh	SKN-1 inh	Neddyl block	bovine MsrA act	NRP1-CendR mod	MsrA inh	MT1-MMP act inh	E coli Lon inh
Cc1nc2c(ccc3nc(NC(=O)Cc4cccc5ccccc45)sc32)s1	22	0	14	i	-2	-8	-1.0	-5	-2
COc1ccc(C(O)(C(C)C)C(CN2CCOCC2)c2ccccc2)cc1 (configuration not stated)	6	1	-15	i	-2	-4	-0.2	-3	-7
O=C(c1ccc(Cl)cc1)c1oc2ccccc2c1CS(=O)c1ccc(Cl)cc1 (configuration not stated)	33	3	-3	i	-5	-1	3.3	-9	-6
COc1ccc(N/C=C/C(=C(C#N)C#N)N(C)C)cc1	-9	3	0	i	-11	6	0.5	-5	11
Cc1ccc(S(=O)(=O)NCc2ccccc2)cc1C(=O)N1CC(C)CC(C)C1 (configuration not stated)	12	5	-23	i	-1	-2	0.6	-6	-12
COc1ccc(Cl)cc1NC(=O)COC(=O)CCCN1C(=O)c2ccccc2C1=O	21	0	7	i	2	-4	-0.1	4	-5
Cc1cnc(C(=O)Nc2nnc(C3CC3)s2)cn1	-7	-5	-18	i	0	-8	1.0	9	4
COc1ccc(CCNC(=O)[C@@H](NC(=O)N2CCn3c2nc2ccccc23)C(C)C)cc1OC	-3	-3	3	i	-10	3	-0.5	0	-7
Cc1ccc(S(=O)(=O)N(C)CC(=O)NCCCc2ccccc2)cc1	1	-2	15	i	-3	3	-0.2	0	-2
O=C(NCc1ccccc1)c1cccc(S(=O)(=O)NCc2ccccc2)c1	-1	-6	11	i	-7	11	-0.9	-2	2
O=C(CN1CCN(CC(=O)Nc2ccccc2F)CC1)Nc1cccc(F)c1	-3	3	1	i	-12	-4	-1.2	2	7
CCOc1ccc(NC2c3ccccc3C(=O)N2Cc2ccco2)cc1 (configuration not stated)	7	-4	12	i	0	-7	0.6	-1	10
CCS(=O)(=O)N1CCC(C(=O)NCCCOC)CC1	-3	8	3	i	-2	-3	0.5	6	-5
COc1cc(OC)c(NS(=O)(=O)c2cc3[nH]c(=O)c(=O)[nH]c3cc2C)cc1Cl	8	-1	-2	i	-1	11	0.8	3	-10
Cc1ccc(NC(=O)Cn2cnc3cc([N+](=O)[O-])ccc3c2=O)cc1	9	3	-6	i	-5	-9	-2.2	0	-6
Cc1nnc(N2C(=O)c3cccc4cccc(c34)C2=O)s1	-3	-6	-5	i	-4	-9	2.1	-8	-11
O=C(COC(=O)C1CC(O)CN1S(=O)(=O)c1ccc(Cl)cc1)c1ccccc1Cl (configuration not stated)	-3	-1	6	i	-6	2	0.2	-2	-6
COc1ccc(NC(=O)C(c2ccnc3ccccc23)n2c(=O)c(-c3ccccc3)nc3ccccc32)cc1 (configuration not stated)	nt	nt	4	i	nt	9	1.4	-2	nt
CC(=O)Nc1ccc(S(=O)(=O)N2CCC(c3nc4ccc(C)cc4[nH]3)CC2)cc1	11	4	4	i	-1	0	0.8	-6	-6
Cc1ccc2cccc(NC(=S)NC(=O)c3ccccc3)c2n1	25	-4	15	i	-1	1	0.0	-7	-13
CCC(=O)Nc1nc2c(c(=O)[nH]1)CCCC2	1	-4	10	i	-2	3	-0.4	0	12
Cc1cccc(-c2nc(CS(=O)CC(=O)NC3CCCC3)c(C)o2)c1 (configuration not stated)	-3	2	-27	i	-10	-15	0.1	nt	-10
COC(=O)CCC(=O)CN	-2	0	4	i	0	-9	3.3	1	1
CCN(C(=O)Cn1cnc2ccccc2c1=O)C1CCS(=O)(=O)C1 (configuration not stated)	-6	-1	1	i	-11	4	0.7	nt	4
COc1ccc(CN(C)C(=O)c2ccc3c(=O)n4c(nc3c2)CCC4)cc1	0	2	-15	i	-6	-6	0.2	-2	12
Next part.
SMILES	FAS TE block	Rin1-Abl PPI inh	SKN-1 inh	Neddyl block	bovine MsrA act	NRP1-CendR mod	MsrA inh	MT1-MMP act inh	E coli Lon inh
Cc1ccc(CN(CC(=O)NCc2ccc3c(c2)OCO3)C(=O)c2csnn2)cc1	5	-2	-1	i	-8	0	-0.2	2	5
Cc1ccc2c(c1)c1c(n2CC(O)Cn2nc(C)c(Br)c2C)CCCC1 (configuration not stated)	26	0	-8	i	-7	0	-0.8	-2	4
COc1ccc(N2CCN(C(=S)Nc3ccccc3OC)CC2)cc1	-1	2	-6	i	-2	1	0.8	0	-5
CC(Oc1ccc(Br)cc1)C(=O)NCc1ccccn1 (configuration not stated)	-5	1	2	i	-10	7	0.0	1	-7
O=C(Nc1ccc(O)c(-c2nc3ccccc3s2)c1)C1=COCCO1	11	2	0	i	-3	7	0.6	2	-8
CCCC(c1nnnn1C1CCCC1)N1CCN(C(=O)c2ccco2)CC1 (configuration not stated)	1	2	-13	i	-5	9	-0.7	2	-17
CC(=O)c1ccc(S(=O)(=O)N2CCN(c3ccnc4cc(Cl)ccc34)CC2)cc1	44	-5	18	i	-2	1	-0.6	-5	7
COc1ccc2[nH]c(=O)c(CN(C(=O)c3ccncc3)C(C)(C)C)cc2c1	-6	0	15	i	-4	18	1.3	-9	-5
CC(C)C1Oc2ccccc2N(CC(=O)N(Cc2ccccn2)C2CC2)C1=O (configuration not stated)	-2	-1	4	i	0	15	-0.9	0	-9
CCOC(=O)CN(c1ccccn1)S(=O)(=O)c1ccccc1	-8	2	31	nt	-5	12	1.4	7	-6
N#C/C(=C/c1ccc(-c2ccc(S(=O)(=O)N3CCOCC3)cc2)o1)C(=O)NC1CC1	22	-4	5	i	-3	-5	1.9	-5	-9
COc1ccccc1NC(=O)/C(C#N)=C/C=C/c1ccco1	-2	2	9	i	-1	-16	2.1	-14	-14
Cc1cccc(N(C(=O)Cc2cccs2)C(C(=O)NC2CCCC2)c2ccsc2)c1 (configuration not stated)	1	1	-6	i	-3	12	2.5	4	4
O=C(NCc1ccco1)C1CC(=O)N(CCc2ccccc2)C1 (configuration not stated)	-6	2	-1	i	-1	6	-1.1	9	-7
CN1CCCC(OC(=O)COc2ccc(Br)cc2)C1 (configuration not stated)	-5	-3	10	i	1	18	0.2	2	-4
COc1ccc(/C=C2\SC(=S)N(Cc3cccnc3)C2=O)cc1C	15	3	-2	i	-3	-1	-0.1	4	-5
CCOc1ccc(C(CC(=O)O)NC(=O)Cc2ccc(Cl)cc2)cc1 (configuration not stated)	-2	2	1	i	-3	8	0.2	3	-3
O=C(Nc1ccc2nc(-c3ccc(Br)o3)[nH]c2c1)c1ccco1	-1	-1	-22	i	-9	-5	6.5*	6	-9
O=C(Cn1cnc([N+](=O)[O-])n1)N/N=C/c1ccccc1O	18	0	12	i	2	18	0.1	-3	5
CCN(c1ccc(OC)cc1)S(=O)(=O)c1ccc(-c2ccc(=O)[nH]n2)o1	-6	3	-2	i	-9	0	0.2	3	6
C[C@@H](NC(=O)c1ncn2c1c(=O)[nH]c1ccc(Br)cc12)c1ccccc1	-3	-2	-6	i	0	-4	1.5	-1	-5
Cc1[nH]c2ccc(F)cc2c1CCNC(=O)C1CCCCC1C(=O)OCC(F)(F)F (configuration not stated)	10	3	16	i	2	-8	-0.3	3	5
COCc1cc(=O)n2[nH]c(C)cc2n1	-7	0	-2	i	1	19	1.1	2	-9
O=C1c2ccccc2S(=O)(=O)c2cc(C(=O)N3CCC(N4CCCC4)CC3)ccc21	-10	0	23	i	5	-7	0.0	3	-1
O=C(CN1CCNC(=O)C1)NCCc1ccc(Cl)cc1Cl	-4	-3	3	i	-2	-14	0.3	-4	10
Continued.
SMILES	FAS TE block	Rin1-Abl PPI inh	SKN-1 inh	Neddyl block	bovine MsrA act	NRP1-CendR mod	MsrA inh	MT1-MMP act inh	E coli Lon inh
Nc1[nH]c(C(=O)c2ccc(Br)cc2)c(-c2ccc(Br)cc2)c1C(=O)NCCc1c[nH]c2ccccc12	6	nt	17	i	0	-5	-0.5	7	-10
O=C(/C=C/c1cccc(Cl)c1)OCc1cn2cc(Cl)ccc2n1	20	-1	4	i	-3	8	0.1	0	-3
O=S(=O)(Nc1ccc(-c2ccc(N3CCOCC3)nn2)cc1)c1ccc(Cl)c(Cl)c1	15	0	18	i	-5	0	0.6	-6	-11
O=C(COC(=O)c1ccc2c(c1Cl)C(=O)c1ccccc1C2=O)NC1CCCCC1	4	-2	-7	i	0	-5	-0.3	6	-7
C/C(CC(C)(C)c1ccccc1)=N\NS(=O)(=O)c1ccccc1	1	0	6	i	-7	5	-0.3	-1	6
O=C(CSc1nnc(-c2cccnc2)o1)Nc1cccc(F)c1	-7	3	3	i	2	-22	-0.1	-1	-10
Cn1sc(NC(=O)c2ccccc2Cl)nc1=O	-6	-1	2	i	-1	1	-0.4	1	-17
CSc1ncc(C(=O)Nc2cccc(S(N)(=O)=O)c2)n1-c1ccccc1	-3	2	3	i	-4	-2	-1.3	0	-4
Cc1cccc(C(=O)N2CCCC(N3CCN(c4ccccc4)CC3)C2)n1 (configuration not stated)	-9	4	1	i	-4	6	0.0	1	2
COc1ccc(/C=C2/SC(=S)N(CCC(=O)N3CCN(C)CC3)C2=O)cc1	-1	-1	6	i	-12	-3	-0.4	6	3
OC(CNCc1cccc(Br)c1)c1ccccc1 (configuration not stated)	-5	1	1	i	-1	-1	1.3	3	0
Cc1ccc(C(=O)c2cc3ccccc3o2)cc1	10	1	-10	i	-4	19	1.3	-3	-7
CC(=O)Nc1cccc2cc(S(=O)(=O)O)ccc12	-4	0	-8	i	-1	11	1.2	3	0
Cc1c(NC(=S)NC(=O)c2cccc(Cl)c2)c(=O)n(-c2ccccc2)n1C	-4	1	1	i	1	-8	0.8	-1	-12
CCN1CCCC1CNC(=O)Cn1nc(C)n2nc(-c3ccccc3)cc2c1=O (configuration not stated)	0	-1	16	i	-3	7	0.6	-1	8
COC(=O)C1=C(C)NC2=C(C(=O)c3ccccc32)C1c1cccc(OC)c1 (configuration not stated)	1	-3	3	i	3	14	0.3	2	0
COc1ccc(C2=NCC(CSc3nccc(=O)[nH]3)S2)cc1 (configuration not stated)	-4	2	-2	i	-3	-6	0.6	-1	-7
CCOc1cc(NC(=O)c2ccco2)c(OCC)cc1NC(=O)CCC(=O)NCc1cccnc1	-6	-3	0	i	-2	0	nt	10	-3
NS(=O)(=O)c1ccc(CCNc2ccnc3cc(Cl)ccc23)cc1	-5	-2	14	i	2	-8	0.0	3	-1
O=C(Cc1cccs1)Nc1nnc(-c2ccccc2)s1	-6	0	12	i	-3	-1	1.4	3	-1
